ROMK primary = modulates human ROMK potassium channel activity; P48048; AID 1918; B-score at 10 µM; Tet-inducible ROMK, thallium flux fluorescence; actives lie on both sides; 130,000 compounds, 2% hits;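 active = signal ratio slope over the read window, or its plate-corrected B-score, at least 3 SD from the plate mean, either direction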;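 note: B-score of the F/F0 ratio slope over 7 to 12 s after thallium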
Target sequence (P48048 whole entry, looked up): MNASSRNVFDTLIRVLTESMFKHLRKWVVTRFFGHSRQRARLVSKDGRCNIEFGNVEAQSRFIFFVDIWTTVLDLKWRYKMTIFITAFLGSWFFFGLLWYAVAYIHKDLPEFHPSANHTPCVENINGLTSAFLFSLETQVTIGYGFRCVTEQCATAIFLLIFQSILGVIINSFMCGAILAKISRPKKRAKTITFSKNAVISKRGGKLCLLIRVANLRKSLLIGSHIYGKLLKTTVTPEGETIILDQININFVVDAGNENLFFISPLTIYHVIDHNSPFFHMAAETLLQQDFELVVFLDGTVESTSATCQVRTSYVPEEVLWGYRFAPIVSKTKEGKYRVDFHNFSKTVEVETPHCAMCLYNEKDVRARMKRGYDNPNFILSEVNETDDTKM
bIAP inh = blocks bovine intestinal alkaline phosphatase activity; 190,000 tested, under 10 active; purified bovine IAP, CDP-star luminescence, 30 min; inhibition, % at 20 µM; AID 1019;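 active = over 50% inhibition of intestinal alkaline phosphatase at 20 µM in the single-dose screen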
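Assay system: bovine IAP enzyme; medium: DEA buffer 100 mM, pH 9.8, with MgCl2 1.0 mM, ZnCl2 0.02 mM; doses: 20 µM single dose; incubation: enzyme reaction for 30 min at room temperature; detection: CDP-star luminescence signal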
TNAP act hi DEA = TNAP (human) activation, high acceptor; P05186; purified TNAP, CDP-star luminescence, 1 M DEA, 30 min; active compounds read high; 0 = EDTA background, 1 = DMSO-only activity; activation factor at 20 µM; 200,000 tested, under 10 active; AID 1136;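 active = activation factor at least 2 at 20 µM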
Target sequence (P05186 whole entry, looked up): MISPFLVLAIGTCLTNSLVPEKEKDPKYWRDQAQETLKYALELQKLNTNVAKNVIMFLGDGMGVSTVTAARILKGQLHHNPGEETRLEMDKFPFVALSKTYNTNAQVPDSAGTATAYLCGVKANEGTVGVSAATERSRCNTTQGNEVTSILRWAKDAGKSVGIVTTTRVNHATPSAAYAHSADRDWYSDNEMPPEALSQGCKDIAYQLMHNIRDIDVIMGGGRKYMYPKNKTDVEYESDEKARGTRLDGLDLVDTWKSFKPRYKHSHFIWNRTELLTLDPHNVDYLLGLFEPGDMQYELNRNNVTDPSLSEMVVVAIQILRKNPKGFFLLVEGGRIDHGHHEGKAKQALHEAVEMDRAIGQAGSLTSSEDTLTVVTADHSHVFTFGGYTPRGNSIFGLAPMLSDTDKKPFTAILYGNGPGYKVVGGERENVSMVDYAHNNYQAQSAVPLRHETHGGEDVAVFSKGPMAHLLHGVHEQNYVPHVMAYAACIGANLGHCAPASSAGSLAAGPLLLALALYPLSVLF
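Control set: EDTA negative control, DMSO positive control / Assay system: human TNAP / Quantity: TNAP 1/800 final / Evaluation: TNAP activation factor scaled between EDTA and DMSO control wells / Measured by: luminescent substrate turnover signal / Compound dosing: one dose, 20 µM / Times: 30 min enzyme reaction at room temperature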
SRC2 TRFRET art = flags TR-FRET format artefacts in PPARgamma SRC-2 recruitment agonist screen | TR-FRET artefact counter-screen; active compounds read high | TR-FRET ratio at 8 µM | 200,000 compounds, 0.4% hits | AID 1049; in the data active = TR-FRET ratio above about 2000; note: inactives centre near 1500
PPARg SRC-1 ag = promotes SRC-1 coactivator recruitment by human PPARgamma. P37231. PPARgamma-SRC-1 coactivator recruitment biochemical assay. activation, % at 8 µM. 200,000 compounds, 0.41% hits. AID 631; in the data active = activation above about 19%;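 note: 0% = DMSO and 100% = reference agonist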
STAT3 inh = STAT3 signaling inhibition | inhibition, % at 5.5 µM | AID 862 | U3A cells, IL-6 STAT3-luciferase reporter, luminescence; host cell line lacks STAT1 | 190,000 compounds, 0.89% hits;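 active = inhibition above the mean inhibition across all screened compounds plus 3 SD, cut at about 44% in these data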;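 note: 0% = DMSO only wells and 100% = 100 µM nifuroxazide control wells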
bIAP act = intestinal alkaline phosphatase (bovine) activation; purified bovine IAP, CDP-star luminescence, 30 min; active compounds read high; fold of DMSO-control signal, blank-subtracted; activation factor at 20 µM; 200,000 compounds, 0.17% hits;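 active = activation factor of 2 or more at 20 µM, a signal rise over negative controls twice the positive control's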
PPARg SRC-2 ag = promotes SRC-2 coactivator recruitment by human PPARgamma; PPARgamma LBD-SRC-2 recruitment, biochemical; AID 1032; 200,000 compounds, 0.34% hits; activation, % at 8 µM; P37231; in the data active = activation above about 22%;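 note: 0% = vehicle and 100% = reference agonist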
PPARg SRC3 recr = PPARgamma-driven SRC-3 recruitment agonism; activation, % at 8 µM; P37231; 200,000 compounds, 0.26% hits; biochemical PPARgamma/SRC-3 coactivator recruitment assay; in the data active = activation above about 23%;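 note: 0% = DMSO and 100% = reference agonist; some compounds past the cut are filed as inactive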
STAT3 activator = activators of IL-6 induced STAT3 signaling | activation (% of control), % at 5.6 µM | 190,000 compounds, 0.91% hits | U3A cells, IL-6 STAT3-luciferase reporter, luminescence; 100% = signal with IL-6 EC80 alone;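 active = activation above the screen-wide mean of compound activation plus 3 SD, cut at about 130% in these data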;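 note: 0% = background luminescence of wells with medium and substrate only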
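Test system: STAT3-luciferase reporter U3A cells; Detection: reporter luminescence signal; Times: 1 h compound pre-exposure, 6 h IL-6 stimulation, 37 °C; Benchmarks: IL-6-only high control; Also added: IL-6 stimulus at 33 ng/mL final.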
STAT1 blocker = STAT1 signaling inhibition | NIH 3T3 STAT1-luciferase reporter, IFN-gamma, luminescence | AID 920 | 200,000 compounds, 0.35% hits | inhibition, % at 5.5 µM;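 active = inhibition above a set limit, the mean inhibition across all tested compounds plus 3 SD, cut at about 34% in these data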;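 note: 0% = IFN-gamma with DMSO and 100% = IFN-gamma with 300 µM nifuroxazide; values of inactives mirror those of a sister screen read the other way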
An asterisk follows results filed as active.

`CCOC(=O)c1ccccc1NC(=O)c1ccccc1N(C)S(C)(=O)=O` gave bIAP inh 7, TNAP act hi DEA 1, SRC2 TRFRET art 1435, PPARg SRC-1 ag 5, STAT3 inh 2, bIAP act 0.9, PPARg SRC-2 ag 6, PPARg SRC3 recr -5, STAT3 activator 98 and STAT1 blocker 6.
For CCOC(=O)c1[nH]c(C)c(C(=O)NCCc2ccc(OC)cc2)c1C the results were bIAP inh 7, TNAP act hi DEA 1, SRC2 TRFRET art 1592, PPARg SRC-1 ag 6, STAT3 inh -6, bIAP act 0.9, PPARg SRC-2 ag 5, PPARg SRC3 recr -7, STAT3 activator 110 and STAT1 blocker -5.
`Clc1ccc(CSCCc2ccncc2)cc1` gave ROMK primary -3.3, TNAP act hi DEA 1.1, SRC2 TRFRET art 1591, PPARg SRC-1 ag 2, STAT3 inh 26, bIAP act 0.3, PPARg SRC-2 ag -8, PPARg SRC3 recr -4, STAT3 activator 82 and STAT1 blocker 5.
CC1CC1C(=O)Nc1cc(S(=O)(=O)N2CCOCC2)ccc1N1CCCC1 (centres undefined) was read as ROMK primary 0.048, bIAP inh -2, TNAP act hi DEA 1, SRC2 TRFRET art 1692, PPARg SRC-1 ag 9, STAT3 inh 5, bIAP act 1, PPARg SRC-2 ag 5, PPARg SRC3 recr -4, STAT3 activator 100 and STAT1 blocker 6.
`Cc1ccc(SCC(=O)c2ccc[nH]2)cc1` gave ROMK primary -0.0068, bIAP inh 0, TNAP act hi DEA 0.9, SRC2 TRFRET art 1662, PPARg SRC-1 ag 5, STAT3 inh 14, bIAP act 1, PPARg SRC-2 ag -2, PPARg SRC3 recr 7, STAT3 activator 92 and STAT1 blocker -28.
NC(=O)N1CCc2ccccc21 was read as ROMK primary 0.7, bIAP inh 9, TNAP act hi DEA 1.1, SRC2 TRFRET art 1560, PPARg SRC-1 ag -5, STAT3 inh 4, bIAP act 0.9, PPARg SRC-2 ag -1, PPARg SRC3 recr -3, STAT3 activator 101 and STAT1 blocker 2.
Screening COc1ccc(-c2cnnc(N/N=C/C(C)=C/c3ccccc3)n2)cc1 returned bIAP inh -3, TNAP act hi DEA 1, SRC2 TRFRET art 1638, PPARg SRC-1 ag 1, STAT3 inh 1, bIAP act 1, PPARg SRC-2 ag 7, PPARg SRC3 recr 2, STAT3 activator 101 and STAT1 blocker -2.
`CC1(C)NC(=O)N(CC(O)CNC23CC4CC(CC(C4)C2)C3)C1=O` (centres undefined) gave bIAP inh 1, TNAP act hi DEA 1.1, SRC2 TRFRET art 1535, PPARg SRC-1 ag -6, STAT3 inh 0, bIAP act 1, PPARg SRC-2 ag -2, PPARg SRC3 recr -13, STAT3 activator 102 and STAT1 blocker 6.
`C=CCOc1ccc(/C(O)=C2\C(=O)C(=O)N(CCOC)C2c2cccnc2)cc1` (centres undefined) gave ROMK primary 0.31, bIAP inh -4, TNAP act hi DEA 1, SRC2 TRFRET art 1597, PPARg SRC-1 ag 10, STAT3 inh -4, bIAP act 1, PPARg SRC-2 ag 5, PPARg SRC3 recr 12, STAT3 activator 107 and STAT1 blocker 2.
Screening Cc1ccccc1NC(=S)NN1CCN(C)CC1 returned bIAP inh 0, TNAP act hi DEA 1, SRC2 TRFRET art 1517, PPARg SRC-1 ag -2, STAT3 inh -3, bIAP act 1, PPARg SRC-2 ag 3, PPARg SRC3 recr -2, STAT3 activator 107 and STAT1 blocker -7.
For CCC1(C)Cc2ccccc2-c2nc(NCCO)n(-c3ccc(C)cc3)c(=O)c21 (centres undefined) the results were ROMK primary -1.3, bIAP inh 0, TNAP act hi DEA 1.1, SRC2 TRFRET art 1449, PPARg SRC-1 ag 5, STAT3 inh 6, bIAP act 1, PPARg SRC-2 ag -2, PPARg SRC3 recr 2, STAT3 activator 100 and STAT1 blocker -10.
COc1ccc(Cn2nnnc2C(c2ccc(F)cc2)N2CCN(C3CCCC3)CC2)cc1 (centres undefined) was read as ROMK primary -4.2*, bIAP inh 1, TNAP act hi DEA 1, SRC2 TRFRET art 1789, PPARg SRC-1 ag 3, STAT3 inh 2, bIAP act 1, PPARg SRC-2 ag -1, PPARg SRC3 recr 2, STAT3 activator 102 and STAT1 blocker -1.
Screening C=CCN1N=C(/C=C/c2ccc(C)cc2)CCC1=O returned ROMK primary -0.0076, bIAP inh -3, TNAP act hi DEA 1, SRC2 TRFRET art 1473, PPARg SRC-1 ag 5, STAT3 inh 4, bIAP act 1, PPARg SRC-2 ag -2, PPARg SRC3 recr 2, STAT3 activator 102 and STAT1 blocker -39.
`O=C(C1=NN[C@@H]2C(=O)N(c3cccc(F)c3)C(=O)[C@H]12)c1ccc2ccccc2n1` gave bIAP inh 13, TNAP act hi DEA 1, SRC2 TRFRET art 1700, PPARg SRC-1 ag 0, STAT3 inh -26, bIAP act 0.9, PPARg SRC-2 ag 11, PPARg SRC3 recr 3, STAT3 activator 122 and STAT1 blocker 4.
`O=C(CCSc1nc(-c2ccco2)cc(C(F)(F)F)n1)NCCN1CCOCC1` gave ROMK primary 0.023, bIAP inh -15, TNAP act hi DEA 1.1, SRC2 TRFRET art 1259, PPARg SRC-1 ag -10, STAT3 inh 6, bIAP act 1.1, PPARg SRC-2 ag -6, PPARg SRC3 recr 0, STAT3 activator 98 and STAT1 blocker 3.
N#C/C(=C/c1ccc(N2CCCCC2)cc1)c1cccc(F)c1 was read as ROMK primary -0.88, bIAP inh 10, TNAP act hi DEA 1, SRC2 TRFRET art 1585, PPARg SRC-1 ag -1, STAT3 inh -4, bIAP act 0.9, PPARg SRC-2 ag 8, PPARg SRC3 recr 0, STAT3 activator 103 and STAT1 blocker -17.
`N#CC1=C(N)NC(SCc2ccccc2)=C(C#N)C12CCCC2` gave ROMK primary -1.1, bIAP inh 6, TNAP act hi DEA 1, SRC2 TRFRET art 1722, PPARg SRC-1 ag -1, STAT3 inh 5, bIAP act 0.9, PPARg SRC-2 ag 6, PPARg SRC3 recr 4, STAT3 activator 99 and STAT1 blocker 10.
`COc1cccc(N2CCN(C(=O)CCSCc3ccccc3F)CC2)c1` gave ROMK primary -1, bIAP inh 8, TNAP act hi DEA 1, SRC2 TRFRET art 1488, PPARg SRC-1 ag -1, STAT3 inh 10, bIAP act 0.9, PPARg SRC-2 ag 12, PPARg SRC3 recr 8, STAT3 activator 101 and STAT1 blocker -5.
Screening S=c1[nH]nc(COc2ccccc2)n1/N=C/c1ccncc1 returned bIAP inh 5, TNAP act hi DEA 1.1, SRC2 TRFRET art 1734, PPARg SRC-1 ag 6, STAT3 inh 0, bIAP act 0.9, PPARg SRC-2 ag -1, PPARg SRC3 recr 6, STAT3 activator 104 and STAT1 blocker -14.
COc1ccccc1OCCNS(=O)(=O)c1ccc2oc3ccccc3c2c1 was read as ROMK primary 0.057, bIAP inh -1, TNAP act hi DEA 1, SRC2 TRFRET art 1532, PPARg SRC-1 ag 9, STAT3 inh 7, bIAP act 1, PPARg SRC-2 ag -5, PPARg SRC3 recr 3, STAT3 activator 95 and STAT1 blocker -2.

Among those listed so far, 2 have a cyano group.
N#C/C(=C/c1ccc(N2CCCCC2)cc1)c1cccc(F)c1 was read as ROMK primary -0.88, bIAP inh 10, TNAP act hi DEA 1, SRC2 TRFRET art 1585, PPARg SRC-1 ag -1, STAT3 inh -4, bIAP act 0.9, PPARg SRC-2 ag 8, PPARg SRC3 recr 0, STAT3 activator 103 and STAT1 blocker -17.
`N#CC1=C(N)NC(SCc2ccccc2)=C(C#N)C12CCCC2` gave ROMK primary -1.1, bIAP inh 6, TNAP act hi DEA 1, SRC2 TRFRET art 1722, PPARg SRC-1 ag -1, STAT3 inh 5, bIAP act 0.9, PPARg SRC-2 ag 6, PPARg SRC3 recr 4, STAT3 activator 99 and STAT1 blocker 10.

(cont.)
For COc1cccc(-c2nc(CS(=O)CC(=O)NCc3ccc4c(c3)OCO4)c(C)o2)c1 (centres undefined) the results were bIAP inh 8, TNAP act hi DEA 1, SRC2 TRFRET art 1575, PPARg SRC-1 ag 3, STAT3 inh 1, bIAP act 0.9, PPARg SRC-2 ag -3, PPARg SRC3 recr 3, STAT3 activator 107 and STAT1 blocker -7.
Screening COc1ccc(C/C(N)=N/OC(=O)COc2ccccc2C)cc1 returned bIAP inh -6, TNAP act hi DEA 1.1, SRC2 TRFRET art 1322, PPARg SRC-1 ag -2, STAT3 inh -2, bIAP act 1.1, PPARg SRC-2 ag -14, PPARg SRC3 recr 0, STAT3 activator 104 and STAT1 blocker -4.
`CC1C(=O)CCN(C(C)C)C1C` (centres undefined) gave bIAP inh 8, TNAP act hi DEA 1, SRC2 TRFRET art 1524, PPARg SRC-1 ag 3, STAT3 inh 7, bIAP act 0.9, PPARg SRC-2 ag -1, PPARg SRC3 recr -5, STAT3 activator 98 and STAT1 blocker -13.
`COc1cccc(-n2cc3c(=O)n(C)c(=O)n(C)c3c2)c1` gave bIAP inh 7, TNAP act hi DEA 1.1, SRC2 TRFRET art 1552, PPARg SRC-1 ag 3, STAT3 inh 1, bIAP act 0.9, PPARg SRC-2 ag -1, PPARg SRC3 recr 9, STAT3 activator 104 and STAT1 blocker -16.
CN1C2C=C(N(CCc3ccccc3)C(=O)c3ccc(Cl)cc3)CC1CC2 (centres undefined) was read as ROMK primary -1, bIAP inh -1, TNAP act hi DEA 1, SRC2 TRFRET art 1568, PPARg SRC-1 ag 3, STAT3 inh 3, bIAP act 1, PPARg SRC-2 ag 8, PPARg SRC3 recr 5, STAT3 activator 99 and STAT1 blocker -4.
`Cc1ccc(S(=O)(=O)N(C)c2ccc(C(=O)O)cc2)cc1` gave bIAP inh 6, TNAP act hi DEA 1, SRC2 TRFRET art 1605, PPARg SRC-1 ag 4, STAT3 inh 0, bIAP act 0.9, PPARg SRC-2 ag 2, PPARg SRC3 recr 1, STAT3 activator 103 and STAT1 blocker 4.

Among those listed so far, these have a furan ring, fused or not.
`O=C(CCSc1nc(-c2ccco2)cc(C(F)(F)F)n1)NCCN1CCOCC1` gave ROMK primary 0.023, bIAP inh -15, TNAP act hi DEA 1.1, SRC2 TRFRET art 1259, PPARg SRC-1 ag -10, STAT3 inh 6, bIAP act 1.1, PPARg SRC-2 ag -6, PPARg SRC3 recr 0, STAT3 activator 98 and STAT1 blocker 3.
COc1ccccc1OCCNS(=O)(=O)c1ccc2oc3ccccc3c2c1 was read as ROMK primary 0.057, bIAP inh -1, TNAP act hi DEA 1, SRC2 TRFRET art 1532, PPARg SRC-1 ag 9, STAT3 inh 7, bIAP act 1, PPARg SRC-2 ag -5, PPARg SRC3 recr 3, STAT3 activator 95 and STAT1 blocker -2.

Source: PubChem (several laboratories)
